Screens (PubChem)
PAX8 reporter = inhibitors of PAX8 transcriptional activity in RMG-I cells; RMG-I TPO-luciferase reporter, SteadyGlo, 24 h; inhibition, % at 12.6 µM; 1.2% of 360,000 active; AID 652154;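 active = mean replicate inhibition at least 60% with every replicate also reaching 60%; inconclusive = only one of the two criteria is met; inactive = mean below 60% and not all replicates reaching 60%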;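 also: luciferase light reporting Pax8 driven TPO promoter activity; plate controls were median of neutral control wells for no effect and mitoxantrone controls for full effect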
LGR2 inh = Drosophila LGR2 receptor signaling inhibition; HEK293 LGR2, CRE-luciferase, bursicon-stimulated, 4 h; inhibition, % at 9.99 µM; 0.35% of 380,000 active; AID 720647;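 active = drop in luminescence signal, shown as inhibition above about 50% in the replicate tests, limit read from the data, passing the limit was not always enough; inconclusive = probably only some replicates passing the limit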;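 also: agonist challenge used bursicon conditioned medium at about half maximal strength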
FN deposition inh = fibronectin deposition inhibition. AH1F fibroblasts, Alexa488-fibronectin deposition fluorescence, overnight. inhibition, % at 12.6 µM. 0.086% of 350,000 active;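 active = mean inhibition across replicates of 30% or more, regardless of how many single replicates reach that level; inconclusive = mean under 30% yet at least half of replicates reach 30%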;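 also: positive control wells lacked labelled fibronectin entirely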
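test system = AH1F fibroblasts assembling fluorescent fibronectin matrix | quantity = 10000 AH1F cells per well | buffer or medium = DMEM plus 2% serum, read in PBS | doses = single dose, pinned | incubation = 1 h cell attachment, overnight exposure to compound and label | detection = fluorescence at 485 nm excitation, 525 nm emission | read-out basis = inhibition from reduced deposited-fibronectin fluorescence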
PglD DTNB = PglD (C. jejuni) enzyme inhibition. purified PglD enzyme, DTNB colorimetric CoA detection. inhibition, % at 12.5 µM. 0.098% of 360,000 active. AID 602405; in the data active = inhibition above about 16%, passing the limit was not always enough; inconclusive = no clear call, values can overlap the other calls; also: strong numbers were not always called active
ERAP1 inh = ERAP1 (human) enzyme inhibition; recombinant ERAP1, Leu-AMC fluorescence, 60 min; inhibition, % at 10.7 µM; 0.15% of 340,000 active;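 active = mean replicate inhibition of at least 30%, or all replicates individually reaching that 30% level; inactive = mean below 30% and not every replicate reaching it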;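 also: 0% = neutral control wells and 100% = L-leucinethiol positive control wells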
Target sequence (Q9NZ08 whole entry, looked up): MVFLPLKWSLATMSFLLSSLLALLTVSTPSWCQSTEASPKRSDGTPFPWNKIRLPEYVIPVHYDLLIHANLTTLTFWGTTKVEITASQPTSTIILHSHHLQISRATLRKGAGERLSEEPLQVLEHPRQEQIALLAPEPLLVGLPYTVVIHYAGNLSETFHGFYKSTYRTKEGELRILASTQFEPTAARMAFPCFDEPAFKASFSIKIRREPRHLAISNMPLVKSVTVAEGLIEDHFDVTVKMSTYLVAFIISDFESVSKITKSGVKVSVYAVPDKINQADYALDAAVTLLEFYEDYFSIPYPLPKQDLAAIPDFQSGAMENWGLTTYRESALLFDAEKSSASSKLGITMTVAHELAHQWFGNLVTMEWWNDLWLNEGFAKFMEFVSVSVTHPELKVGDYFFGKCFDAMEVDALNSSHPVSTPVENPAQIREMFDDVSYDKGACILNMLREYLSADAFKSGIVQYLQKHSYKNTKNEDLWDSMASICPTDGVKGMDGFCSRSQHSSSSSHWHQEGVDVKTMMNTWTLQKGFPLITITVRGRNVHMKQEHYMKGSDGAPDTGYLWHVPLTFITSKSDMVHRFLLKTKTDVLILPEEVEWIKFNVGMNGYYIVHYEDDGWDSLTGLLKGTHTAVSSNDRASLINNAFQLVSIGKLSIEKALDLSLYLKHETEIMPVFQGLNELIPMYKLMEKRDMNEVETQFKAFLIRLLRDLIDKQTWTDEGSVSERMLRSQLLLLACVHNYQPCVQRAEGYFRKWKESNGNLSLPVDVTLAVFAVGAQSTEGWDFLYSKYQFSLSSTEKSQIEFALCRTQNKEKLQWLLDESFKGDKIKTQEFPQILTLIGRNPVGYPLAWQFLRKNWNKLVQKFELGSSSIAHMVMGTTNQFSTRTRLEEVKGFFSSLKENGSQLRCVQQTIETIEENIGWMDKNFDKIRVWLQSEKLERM
S100A4 inh HTS = inhibitors of human S100A4 binding to myosin IIA peptide | inhibition, % at 10.7 µM | S100A4/TAMRA-MyoIIA peptide fluorescence polarization | AID 652163 | 0.14% of 360,000 active;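 active = mean inhibition of at least 70% across replicates, with every replicate also reaching that level; inconclusive = mean inhibition reaches 70% but some replicates fall short; inactive = mean inhibition below 70%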
Target sequence (P26447 whole entry, looked up): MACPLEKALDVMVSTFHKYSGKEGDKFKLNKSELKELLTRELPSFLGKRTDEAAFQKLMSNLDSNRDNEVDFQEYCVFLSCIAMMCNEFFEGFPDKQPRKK
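Compound dosing: one dose per compound; test system: human S100A4 monomer with TAMRA-labelled myosin IIA peptide; probe or stimulus: TAMRA-labelled myosin IIA heavy-chain peptide probe, 5 nM; medium: HEPES buffer with Ca2+, pH 7.2; schedule: 5 min incubation before reading; benchmarks: neutral control DMSO, positive control TFP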
EWS-Fli block = blocks EWS/Fli oncoprotein-driven transcription; A673 NR0B1-luciferase reporter, viability-normalised; inhibition, % at 12.6 µM; 0.67% of 350,000 active; AID 651661;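 active = mean inhibition of at least 50% after viability correction, with every replicate also passing that limit; inconclusive = mean reaches 50% but only one of two replicates passes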;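 also: firefly luciferase signal divided by Alamar Blue viability fluorescence both relative to DMSO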
PGC1a acetyl inh = PGC1a acetylation modulation, inhibitor mode. AID 651687. U2OS PGC1a acetylation, AlphaScreen anti-acetyl-lysine; with virally co-expressed GCN5 acetyltransferase. 0.17% of 350,000 active. inhibition, % at 15.6 µM;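 active = every replicate shows inhibition of at least 40%; inconclusive = mean inhibition at least 40% but some replicate below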;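 also: 0% = neutral control wells and 100% = positive control wells; some results beyond the cut were filed as inactive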
An asterisk follows results filed as active; ? = inconclusive; / = no result given. An unsorted share of the library. About 2.1% of those tested had a hit in this group.

SMILES	PAX8 reporter	LGR2 inh	FN deposition inh	PglD DTNB	ERAP1 inh	S100A4 inh HTS	EWS-Fli block	PGC1a acetyl inh
C[C@H]1CN([C@@H](C)CO)C(=O)c2cc(-c3cccc(F)c3)cnc2O[C@@H]1CN(C)Cc1cccc(F)c1	/	3	-9	/	/	/	4	-3
Oc1nc(Nc2ccccc2)sc1/C=C1\C=Nc2ccccc21	-54	-99	1	2	0	-1	-102	-12
COc1ccc(N2CCN(CCS(=O)(=O)c3cc(Cl)ccc3Cl)CC2)cc1	5	-26	0	1	-1	-3	12	3
N#C[C@@H]1N[C@H](CO)[C@H]1c1ccccc1	8	-4	7	-5	2	-1	1	1
CC(=O)Nc1cccc(/C(C)=N/Nc2nc3ccccc3s2)c1	-99	-130	8	/	-1	3	-83	/
COc1ccccc1/C=C/C=N/NC(=O)Cc1cccn1C	28	-17	-3	/	1	3	-71	/
O=S(=O)(NC1CCC(NS(=O)(=O)c2c(F)cccc2F)CC1)c1ccc2c(c1)OCCO2 (stereo not given)	-4	-18	1	0	/	-4	16	/
CCCCCN(C(=O)CCC(=O)OCC(=O)N1C(C)CCCC1C)c1c(N)n(CCCC)c(=O)[nH]c1=O (stereo not given)	-1	3	3	1	2	-3	0	/
CCOC(=O)N1CCC(NC(=O)Cn2cc3c(n2)CCCC3)CC1	6	-6	4	-2	0	1	-2	/
O=C(CN1C(=O)NC2(CCCCC2)C1=O)N1CCN(S(=O)(=O)c2ccc(Cl)s2)CC1	-4	-18	-32	2	6	1	2	-4
C[C@H](CO)N1C[C@H](C)[C@H](CN(C)C(=O)CCN(C)C)OCc2ccccc2-c2ccccc2C1=O	-34	17	2	-2	-4	1	-2	-7
CCCN(C)C[C@@H]1Oc2cc(C#CC3CCCC3)ccc2S(=O)(=O)N([C@@H](C)CO)C[C@H]1C	7	6	10	0	-13	3	-122	-15
Cc1cc(NC(=O)CSc2nnc(N)s2)c([N+](=O)[O-])cc1C	-2	-14	0	5	6	0	3	/
C[C@H](CO)N1C[C@H](C)[C@@H](CN(C)Cc2ccc(F)cc2)Oc2ncc(C#CCN(C)C)cc2C1=O	/	-14	-12	1	-1	13	6	9
NC(Cc1ccccc1)c1csc(Nc2ccc(C(F)(F)F)cn2)n1 (stereo not given)	-20	-2	-10	-1	6	-7	-5	/
Cc1ccc(NC(=O)C(=O)Nc2ccccn2)cc1	2	93*	-12	-4	0	-6	?	/
O=C(Nc1ccccc1Cl)c1ccc(=O)[nH]n1	2	-2	5	-2	1	2	13	/
C[C@@H]1CN([C@H](C)CO)C(=O)c2cc(NC(=O)c3ccccc3)ccc2O[C@@H](C)CCCCO[C@H]1CN(C)C(=O)Nc1ccc(F)cc1	-35	13	/	16	-2	-1	-2	1
COc1ccc(C(=O)NC(=S)Nc2ccc3oc(=O)ccc3c2)cc1	-4	23	3	3	3	0	7	/
C[C@@H]1CN([C@H](C)CO)S(=O)(=O)c2ccc(C#CC3CC3)cc2O[C@H]1CN(C)Cc1ccccc1	-12	-10	/	0	2	0	24	-4
Cc1ccc(Cn2c(CCNc3nc(-c4ccc(Cl)c([N+](=O)[O-])c4)cs3)nc3cc(C(=O)NCCCO)ccc32)cc1	20	/	2	2	/	-1	17	-1
COc1cc([N+](=O)[O-])ccc1NC(=O)Cn1ccsc1=N	-8	11	13	-1	-1	-5	5	-3
CO[C@@H]1CN(C)C(=O)c2cc(NC(=O)c3ccccc3)ccc2OC[C@H](C)N(C(=O)C2CC2)C[C@@H]1C	/	-2	-8	-7	-3	-11	3	-8
COc1ccc(NC(=O)N[C@@H]2CC[C@@H](CCNS(=O)(=O)c3cccc(Cl)c3)O[C@@H]2CO)cc1	7	0	3	7	-5	-43	-1	-9
COc1ccc(/C=C/C(=O)Nc2ccc(-c3nnc4n3CCCCC4)cc2)c(OC)c1	8	2	3	/	-3	3	0	/
C/C=C/c1ccc([C@@H]2[C@H](CO)N(C(=O)CC)C23CN(CCC(F)(F)F)C3)cc1	6	-5	/	/	2	-24	5	-16
CC(C)CC#Cc1cnc2c(c1)C(=O)N([C@H](C)CO)C[C@H](C)[C@@H](CN(C)C(=O)CC1CC1)O2	/	-11	/	-5	1	-11	4	1
CN1C(=O)c2cc(NC(=O)Nc3ccc(F)cc3)ccc2OC[C@@H]2O[C@@H](CC(=O)NC3CCC3)CC[C@H]21	16	-9	-2	1	-2	-7	-2	-3
CC(C)(C)[C@@H]1C=C(C(N)=O)O[C@H](OCc2ccc(CO)cc2)C1	-20	-7	-8	-5	2	-10	24	/
O=C(Nc1ccc(C(F)(F)F)cc1)Nc1ccc2c(c1)[C@H]1C[C@@H](CC(=O)N3CCc4ccccc4C3)O[C@@H](CO)[C@H]1O2	97*	-8	13	3	2	2	-7	4
O=C(C[C@@H]1CC[C@@H]2NC[C@@H](O)COC[C@H]2O1)NCCc1ccccc1	14	6	-9	-2	-2	-15	3	-10
Cc1cc2c(c(=O)o1)[C@@]1(C(=O)N(C)c3ccccc31)C1=C(CC(C)(C)OC1=O)O2	4	-5	1	/	-6	2	-2	/
CCN(CC(=O)Nc1ccc2c(c1)OCCO2)C(=O)/C=C/c1cccc(C(F)(F)F)c1	-6	5	-6	1	1	2	-4	-8
O=Cc1c(OCc2ccccc2)ccc2ccccc12	-174	-51	-2	-5	-3	-7	-159	32
Cc1ccccc1-n1c(SCC(=O)N2CCOCC2)nc(O)c(Cc2ccccc2)c1=O	-11	-20	-6	-1	3	-2	7	-1
CC(=O)NC(c1cccc(F)c1)c1nc(-c2cccc(C(C)C)c2)cs1 (stereo not given)	13	7	7	-4	-2	-3	-1	100*
CC(NC(=O)C1CC1)C(c1cccs1)N1CCN(c2ccccc2)CC1 (stereo not given)	-5	3	/	-5	-1	-2	-2	-4
COc1cc(/C=C(\C#N)C(=O)Nc2ccccc2)ccc1OCCN1CCOCC1	-79	-21	/	2	1	4	/	-2
O=C(C[C@@H]1CC[C@@H](NC(=O)CCN2CCCCC2)[C@@H](CO)O1)Nc1nccs1	-10	21	5	9	3	2	0	2
O=C(Nc1cccc(NC(=O)c2ccco2)c1)c1cccc(Br)c1	8	22	8	2	-24	16	1	/
C=CC(COCc1ccccc1)N(C(=O)OC(C)(C)C)S(=O)(=O)c1ccccc1Br (stereo not given)	-20	10	6	8	0	3	-11	-8
CC1=NN(c2ccccc2)C(=O)C1=Cc1ccccc1	2	2	/	2	-2	-2	6	0
CCC(=O)Nc1ccc2c(c1)OC[C@H](C)N(C(=O)c1ccc(F)cc1)C[C@@H](C)[C@@H](OC)CN(C)C2=O	-16	-8	0	-2	-3	3	1	1
CCn1cc(/C=C(\NC(=O)c2ccc(OC)c(OC)c2)C(=O)NCCN2CCOCC2)c2ccccc21	12	6	1	/	0	-4	/	0
O=C(COC(=O)C1CCC1)NC(=O)c1ccccc1	1	10	-2	5	-1	-4	1	/
COc1ccc(CCNC(=O)c2ccccc2SC)cc1	-5	-15	2	/	1	-4	-5	/
CCCCCCCCN1C(=O)[C@H](CC(=O)N2CCSCC2)C[C@@]2(C(=O)OC)CC(C)(C)CC=C12	4	4	-12	/	-2	2	7	/
CCCNC(=O)N(C)C[C@H]1Oc2ncc(C#Cc3ccccc3F)cc2C(=O)N([C@@H](C)CO)C[C@@H]1C	/	20	5	2	1	0	-7	12
COc1ccc(OC)c(-c2csc(NC(=O)C3c4ccccc4Oc4ccccc43)n2)c1	15	5	-3	6	/	/	/	/
CCC(=O)Nc1ccc2c(c1)C(=O)N(C)[C@@H]1CC[C@@H](CC(=O)NCCN3CCCCC3)O[C@H]1CO2	2	0	-7	0	-2	11	2	3
COc1ccc(C(CCNCc2ccc(OC)c(OC)c2)c2ccc(F)cc2)cc1 (stereo not given)	1	/	-5	1	/	-5	2	4
Cc1cc(N2CCNC[C@@H]2C)ccc1N1CCN(Cc2ccccc2)[C@H](C)C1	8	1	5	/	2	-10	5	/
COc1cccc(S(=O)(=O)Nc2ccc(C(O)(C(F)(F)F)C(F)(F)F)cc2)c1	-10	-8	/	-5	-3	-1	-2	2
CCC(=O)Nc1ccc2c(c1)OC[C@H](C)N(Cc1nccs1)C[C@@H](C)[C@H](OC)CN(C)C2=O	2	10	-8	3	11	10	4	12
Cc1ccc(S(=O)(=O)N(C)C[C@H]2OCCCC[C@@H](C)Oc3ccc(NS(=O)(=O)c4cccs4)cc3C(=O)N([C@H](C)CO)C[C@H]2C)cc1	53	11	11	-2	-1	5	4	-20
c1ccc(CNc2nc(-c3cccs3)nc3ccccc23)nc1	24	3	4	/	-1	0	9	/
COc1cccc(CNC(C)(C)CO)c1OCc1ccc(Cl)cc1	1	32	-24	/	-1	2	11	/
CCc1nc2ccc(C(=O)N3CCCC(C(N)=O)C3)cn2c1N(C=O)CC (stereo not given)	-6	-16	2	3	0	4	-1	/
COCCCn1c(=O)c2ccccc2n(CC(=O)NCCC2=CCCCC2)c1=O	12	0	-3	0	-3	2	0	3
O=C(Nc1cccc(S(=O)(=O)N2CCCC2)c1)[C@H]1C[C@H](O)[C@@H](CO)O1	-20	9	2	1	1	-4	-7	5

Complete entries, looked up by structure:
Listed for `Cc1cc(N2CCNC[C@@H]2C)ccc1N1CCN(Cc2ccccc2)[C@H](C)C1` = PAX8 reporter = 8; LGR2 inh = 1; FN deposition inh = 5; PglD DTNB = /; ERAP1 inh = 2; S100A4 inh HTS = -10; EWS-Fli block = 5; PGC1a acetyl inh = /
Listed for `O=C(COC(=O)C1CCC1)NC(=O)c1ccccc1` = PAX8 reporter = 1; LGR2 inh = 10; FN deposition inh = -2; PglD DTNB = 5; ERAP1 inh = -1; S100A4 inh HTS = -4; EWS-Fli block = 1; PGC1a acetyl inh = /
Listed for `COc1cccc(CNC(C)(C)CO)c1OCc1ccc(Cl)cc1` = PAX8 reporter = 1; LGR2 inh = 32; FN deposition inh = -24; PglD DTNB = /; ERAP1 inh = -1; S100A4 inh HTS = 2; EWS-Fli block = 11; PGC1a acetyl inh = /

Further compounds follow:
SMILES	PAX8 reporter	LGR2 inh	FN deposition inh	PglD DTNB	ERAP1 inh	S100A4 inh HTS	EWS-Fli block	PGC1a acetyl inh
O=C(CSc1nc(-c2ccccc2)c(-c2ccccc2)[nH]1)Nc1nccs1	/	2	/	0	-2	1	10	-3
C[C@H](CO)N1C[C@H](C)[C@H](CN(C)CC2CCCCC2)Oc2ccc(NS(=O)(=O)c3ccc(Cl)cc3)cc2CC1=O	106*	5	/	-2	-2	28	-14	-15
COc1ccc(S(=O)(=O)Nc2ccc3c(c2)C(=O)N([C@H](C)CO)C[C@@H](C)[C@H](CN(C)C(=O)NC2CCCCC2)OCCCC[C@H](C)O3)cc1	31	4	4	/	4	7	24	-11
Nc1nc(SCC(=O)N2CCN(c3ccc(F)cc3)CC2)n[nH]1	-12	-18	1	-1	-1	0	-11	0
Cc1cccc(NC(=S)N2CCN(Cc3ccccc3)CC2)c1C	6	/	2	/	-1	1	16	/
CCCCC1CCC(C(=O)N2CCOCC2)CC1 (stereo not given)	-1	3	/	/	-4	-6	2	/
